Bioassay records: PubChem, National Center for Advancing Translational Sciences (NCATS)
KDM5B inhibitor = KDM5B demethylase inhibition; Q9UGL1; KDM5B demethylase, FDH-coupled NADH fluorescence (FDH is formaldehyde dehydrogenase); hit rate 2.6% among 220,000; Potency, µM (highest dose often 57.7 µM), for inactives: at the top dose activity change, negative = inhibition, hits mostly inhibitors; AID 1347165; active means well fitted inhibition curve with a large enough effect; inconclusive means small, poorly fitted or top-dose-only effect; inactive means no such curve, though single readings can be large or run the other way; further: 0% is about no effect; nearly all actives have a fitted effect of over 70% in size
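Inhibition is measured as reduced NADH fluorescence generation from FDH coupling to formaldehyde release. Truncated KDM5BΔAP at 200 nM final acts on H3K4me3 peptide (12.5 µM in substrate mix) in pH 7.5 HEPES buffer with Tween-20, 30 min, room temperature.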
* hit, by the source's call; ? = inconclusive; [ ] = another dose, or the depositor's remark. Potency means the concentration at half of the fitted maximal effect. A portion of the library; count on the stated rates, not on these rows.

SMILES	KDM5B inhibitor
O=C(c1ccccc1)N1CCn2cc(C(=O)N3CCOCC3)nc2C1	-6%[149 µM]
O=C(CCCn1c(=O)c2ccccc2n(CC(=O)Nc2ccc(F)cc2F)c1=O)NCc1ccccc1Cl	?
O=C(Cn1cccc1-c1nc(-c2ccccc2)no1)NCc1ccccc1Cl	2%
CC(=O)c1cccc(NC(=O)CSc2nnc3n(CC(C)C)c(=O)c4cc(F)ccc4n23)c1	9%
CC(C)OCCCNC(=O)C1N(C(C)C)C(=O)C12CCCC2 (stereo not drawn)	-13%
COc1ccccc1NC(=O)c1cc(=O)c2ccc(C)cc2o1	-14%
CN1CCC(N[C@H]2[C@H](O)[C@H](O)C[C@@H]2c2ccc(N3CCOCC3)nc2)CC1	32µM*
O=C(c1ccsc1)N1CCCn2cc(-c3ccc4c(c3)OCO4)nc21	?
O=C(NC1CCCCC1)NC1CCc2nnc(C3CC3)n2CC1 (stereo not drawn)	5%
O=C(Cc1cccs1)NCCc1ccc(Cl)cc1	14%
Cc1ccc(C2C3C(=O)N(c4ccc(C)cc4)C(=O)C3N3CCCN23)cc1 (stereo not drawn)	-17%
Cc1ccc(NC(=O)N2CCC(CCNC(=O)C(C)C)CC2)cc1	25%
CCc1ccc([C@@H]2c3c(C)nn(-c4ccccc4)c3NC(=O)[C@H]2NC(=O)c2ccccc2)cc1	11%
COc1ccc(N2C(=O)CSC23C(=O)N(Cc2ccccc2F)c2ccccc23)cc1Cl (stereo not drawn)	-19%
O=c1[nH]c2ccccc2n1C1=CCNCC1	45%[activator]
CC(=O)Oc1ccc2oc(=O)c(-c3ccccc3)c(C)c2c1	-14%
O=C(CN1CCN(C(=O)c2nn(Cc3ccccc3)c(=O)c3ccccc23)CC1)N1CCCCCC1	-12%
O=C(CCn1cccn1)Nc1cccc(C(F)(F)F)c1	11%
CN1CCN(Cc2ccc(Nc3cnc4ccc(N5CCOCC5)nn34)cc2)CC1	-16%[86.2 µM]
Cc1ccc(NC(=O)Cn2nnc(-c3ccccc3)n2)c(C)c1	1%
CC(=O)c1c(C)oc2c1cc(O)c1ccccc12	18%
CC(C)(C)n1nc2c(c1NC(=O)c1ccccc1C(F)(F)F)CS(=O)(=O)C2	26%
Cc1ccccc1CS(=O)(=O)Cc1ccc(C(=O)NCCc2ccc(Cl)cc2)o1	0%
CC(C)N1C[C@H](O)C[C@H]1c1nnc2n1CCN(C(=O)C1CCC1)CC2	?
O=C(NCCc1cccs1)C1CC1	10%
c1ccc([C@@H]2CN(Cc3ccncc3)C[C@H]2COc2cccnc2)nc1	?
O=C(c1cn2cc(-c3ccccc3Cl)n(CC3CC3)c(=O)c2n1)N1CCCCC1	-12%
CC1CCN(c2nc3c(c(=O)n(C)c(=O)n3C)n2CC(=O)C23CC4CC(CC(C4)C2)C3)CC1	3%
COCCNC(=O)c1ccc2c(c1)N(Cc1cccc(Cl)c1)C(=O)c1ccccc1S2=O (stereo not drawn)	-9%
COc1ccc(-n2nc3c(N4CCCC(C(=O)NCCc5ccccc5C)C4)nnc(C)c3c2C)cc1 (stereo not drawn)	?
O=C(COc1ccc(F)cc1)Nc1ccc(-c2nc3ccccc3o2)cc1	-18%
CCOC(CNC(=O)c1ccc2c(c1)ncn2-c1ccc(OC)cc1)OCC	1%
CNC(=O)CCn1ncc2cc(OC3CCc4cccc(-c5ccnc(OC)c5)c43)ccc21 (stereo not drawn)	-3%
COc1ccc(O)c(C(=O)c2cnn(-c3ccccc3)c2)c1	-14%
O=C(NCCc1ccccc1)C1CCc2ncc(-c3ccsc3)n2C1 (stereo not drawn)	-24%
COc1cc(CCC(=O)NC2CCc3nn(CC4CC4)c(=O)n3CC2)on1 (stereo not drawn)	-19%
Cc1nc2c(c(-c3ccc(O)cc3)n1)CN(Cc1cccc3ccccc13)CC2	?
COc1ccccc1C(=O)N/C(=C\c1ccc(Br)cc1)C(=O)N1CCCC1	12%
COc1cccc(OC)c1C(=O)Nc1ccc2oc(-c3ccc(F)cc3)cc(=O)c2c1	?
O=C(Nc1cccc(Cl)c1SC(F)F)C1CCCC1	15%
COc1ccc(OC)c(NC(=O)c2ccc3c(=O)n4c(nc3c2)CCCCCC4)c1	5%
CC(C)c1ccc(C(=O)N2CCC[C@H]2c2nc(-c3ccccc3)no2)cc1	-10%
O=S(=O)(NCc1csc(Br)c1)c1ccc(Br)s1	4%
COc1ccc(-c2noc(C(=O)O)c2[C@@H](C)NC(=O)c2ccccc2)cc1	-10%[86.2 µM]
CSc1ccccc1OCc1cc(C(=O)N2CCc3[nH]cnc3C2c2ccccn2)no1 (stereo not drawn)	-2%
O=C1NCC2(CCN([S+](=O)([O-])c3cccc(C(F)(F)F)c3)CC2)Oc2ccccc21	-12%
CN(C)C[C@@H]1CN(c2ncccn2)C[C@H]1NC(=O)c1cc(Cl)ccc1F	32µM*
N#CC(Cc1ccccc1CO)c1nc2ccccc2s1 (stereo not drawn)	?
COc1cccc(Cn2cc(C(=O)c3ccccc3)c(=O)c3cc4c(cc32)OCO4)c1	-15%
CC(=O)NCCCC(=O)N1CCC2(CC1)CC(NC(C)=O)c1ccccc1O2 (stereo not drawn)	23%[115 µM]
CCc1ccc(N(CC)C(=O)c2cc3c(=O)oc4ccc(C)cc4c3s2)cc1	-11%
CC(C)C(=O)N1CCC(c2nc(C3CCOCC3)no2)C1 (stereo not drawn)	-14%
COCCSc1ccc2c(c1)OCCCO2	-20%
Cc1noc(C)c1C(=O)N1CCCCCCn2c(nnc2-c2ccc(F)cc2)CC1	-22%
CCOC(=O)Cn1c(O)c(N=NC(=O)OC)c2ccccc21	13%
CCCN(CCC)C(=O)Cn1c(=O)n(Cc2ccc(C(=O)NCCc3ccc(OC)c(OC)c3)cc2)c(=O)c2ccccc21	-28%
CC(C)CCN1C(=O)CC[C@]2(C(=O)NC3CC3)CCCC[C@@H]12	-7%
CCOc1ccc(C(=O)Nc2cccc(OCc3cc(=O)n4cc(C)sc4n3)c2)cc1	-6%
O=[S+]1([O-])NCC2(CCCN(Cc3c(F)cccc3F)C2)Oc2ncccc21 (stereo not drawn)	28%[115 µM]
CCC(C(=O)Nc1cc(-c2nc3cccnc3s2)ccc1C)c1ccccc1 (stereo not drawn)	?
Continued.
SMILES	KDM5B inhibitor
O=C(COc1cccc(Cl)c1)N1CCC(c2nc3ccccc3s2)CC1	-17%
Cc1ccccc1C(=O)Oc1ccc(F)cc1C(=O)/C=C/c1ccccc1F	?
COc1ccc(NC(=O)Cc2nnc(SCC(=O)NC34CC5CC(CC(C5)C3)C4)n2C)cc1	7%
O=C(Oc1ccccc1)c1ccc2c(c1)C(=O)N(Cc1ccncc1)C2=O	23%
Cc1ccc(-c2cc(C(=O)N(Cc3ccc(C(C)(C)C)cc3)Cc3ccco3)no2)cc1	?
O=c1cc(N2CCOCC2)oc2c(N3CCOCC3)nccc12	?
COc1ccc(NC(=O)C(C)(C)Oc2nn(CC3CC3)c3ccc(CN4CCCC4)cc23)cc1	?
O=C1CCCCCN1C1CCN(Cc2ccccc2C(F)(F)F)CC1	-32%[86.2 µM]
Fc1ccc2cnc(N3CCC(N[C@H]4C[C@@H]5OCC[C@H]45)CC3)nc2c1	25µM*
Cc1cccc(NC(=O)c2sc3nc4c(cc3c2N)CN(Cc2ccccc2)CC4)c1	?
CC(C)CNC(=O)NC(=O)CN(C)C1CCCCCC1	-2%
COc1ccc(C2=NOC3(CCN(Cc4cccc5ccccc45)C3)C2)cc1 (stereo not drawn)	-13%
Cn1c(=O)c2nc3ccc(NC(=O)C(F)(F)F)cc3nc2n(C)c1=O	?
CC(C)Oc1ccc(C(=O)Nc2nc3c(s2)CC(C(C)(C)C)CC3)cc1 (stereo not drawn)	?
CC1(C)SC(=S)N(c2ccccc2)C1/[N+]([O-])=C/c1cccc([N+](=O)[O-])c1 (stereo not drawn)	22%
Cc1cc(NC(=O)CCNC(=O)c2ccc3ccccc3c2)n[nH]1	2%
CC12CC3CC(C)(C1)CC(NCc1cccnc1)(C3)C2	5%
Cc1cccc(-c2ocnc2C(=O)N2CCCOCCNC(=O)CC2)c1	-14%
CN(C)CCNC(=O)c1n[nH]c2c1CN(C(=O)c1cc(F)ccc1Cl)CC2	-7%
CN1C(=O)CCC2(CNC(=O)C3CCOCC3)CCC=C12 (stereo not drawn)	-11%
CCC1=C(C(=O)OC)C(c2cccc(OC)c2OC)N2C(CC(=O)NC3CC3)=CSC2=N1 (stereo not drawn)	?
CCOc1ccc(-c2nc(CSCC(=O)NCc3ccc(Cl)cc3)c(C)o2)cc1	?
Cc1cc(=O)n(CC(=O)N2CCN(c3ccc(F)cc3)CC2)c(N2CCc3ccccc3C2)n1	-3%
C/C(=N\Nc1ccc2nncn2n1)c1ccccn1	?
CCN(CC)c1nc2c(c(=O)n(C)c(=O)n2C)n1CC(O)COc1ccccc1 (stereo not drawn)	-12%
O=C(NCCc1c[nH]c2ccccc12)C1CCN(c2nc(Cl)nc3nc[nH]c23)CC1	-3%
CCCc1nnc2sc(-c3ccc(CNC(=O)c4cccc(F)c4)cc3)nn12	13%
COc1ccc(OCC(=O)Nc2cccc(-c3nc4cc(C)c(C)cc4o3)c2)cc1	14%
CCOC(=O)c1sc(N2N=C(C)C(N=Nc3cccc(C)c3)C2=O)nc1C (stereo not drawn)	-4%
Cc1ccc2nc(/C(C#N)=C/c3sccc3C)[nH]c2c1	7%
Cc1ccc(SCCOc2ccccc2C=O)cc1	5%
CCOC(=O)c1ccccc1NC(=O)CSc1ncc2c(n1)-c1ccccc1N(CC)S2(=O)=O	?
O=C(NCCN1CCN(S(=O)(=O)c2ccccc2)CC1)C(=O)Nc1ccc(F)cc1	21%
COc1ccc(NC(=O)Cn2ccc3cc(Cl)ccc32)cc1	-9%
CS(=O)(=O)N1CCCC1c1noc(CCC(=O)NCc2ccncc2)n1 (stereo not drawn)	5%
C#CCNC(=O)C1CCc2nnc(CNC(=O)c3ccc(Cl)cc3Cl)n21 (stereo not drawn)	17%[115 µM]
Nc1nn(Cc2ccc(Cl)cc2Cl)cc1Cl	-14%
Cc1nnc(-c2ccncc2)nc1C	-14%
CCCCCOc1ccccc1CN1C(=O)C(=O)c2cc(C)ccc21	-3%
C=CCNc1nc(C(=O)OCC(=O)c2cc(C)n(C)c2C)cs1	?
OCCCNC(=S)Nc1ccccc1F	5%
O=C1CCN(S(=O)(=O)c2ccccc2)CCCN(C(=O)c2ccsc2)CCN1	-18%
COc1ccccc1CNc1nc(-c2ccccc2)cs1	8%
CC(C)CC(=O)N1CCCCCC1c1nc(-c2ccncc2)no1 (stereo not drawn)	-8%
Cc1cccc(N2CCN(C(=O)c3ccc4c(c3)N(C)C3CCCCN3C4=O)CC2)c1C (stereo not drawn)	?
CCCCC(=O)Nc1ccc2oc(-c3ccc(OC)c(Cl)c3)nc2c1	-16%
CC(C)(C)NC(=O)N1CCC2(CC1)C(=O)N(CC(=O)NCCc1ccccc1)CN2c1ccccc1	10%
CC(C)CNC(=O)COC(=O)c1n[nH]c(=O)c2ccccc12	12%
CC(C)c1ccc(NC(=O)C2(C)CCCCC(=O)N2)cc1 (stereo not drawn)	24%
COc1cccc(-n2c(SCC(=O)Nc3ccc4c(c3)OCO4)nc3c([nH]c4ccccc43)c2=O)c1	?
CC(C)(C)C(=O)N1CCc2nc(-c3ccc(Cl)cc3)nc(-c3ccccc3)c2C1	-29%
COc1cccc(CCC(=O)N2[C@@H]3CC[C@H]2CC(NC(=O)c2ccncc2)C3)c1 (stereo partly drawn)	12%
CN(CCNC(=O)C1CCN(C(=O)N2CC3CC(C2)[C@H]2CCCC(=O)N2C3)CC1)C1CCCCC1 (stereo partly drawn)	-13%
Cc1ccc(CN2CCCN(Cc3ccncc3)C(c3ccccc3)CC(=O)NCC2)o1 (stereo not drawn)	?

A second format for part of the listing above.
| smiles | KDM5B inhibitor |
| --- | --- |
| Cc1nnc(-c2ccncc2)nc1C | -14% |
| CCCCCOc1ccccc1CN1C(=O)C(=O)c2cc(C)ccc21 | -3% |
| C=CCNc1nc(C(=O)OCC(=O)c2cc(C)n(C)c2C)cs1 | ? |
| OCCCNC(=S)Nc1ccccc1F | 5% |
| O=C1CCN(S(=O)(=O)c2ccccc2)CCCN(C(=O)c2ccsc2)CCN1 | -18% |
| COc1ccccc1CNc1nc(-c2ccccc2)cs1 | 8% |
| CC(C)CC(=O)N1CCCCCC1c1nc(-c2ccncc2)no1 (stereo not drawn) | -8% |
| Cc1cccc(N2CCN(C(=O)c3ccc4c(c3)N(C)C3CCCCN3C4=O)CC2)c1C (stereo not drawn) | ? |
| CCCCC(=O)Nc1ccc2oc(-c3ccc(OC)c(Cl)c3)nc2c1 | -16% |
| CC(C)(C)NC(=O)N1CCC2(CC1)C(=O)N(CC(=O)NCCc1ccccc1)CN2c1ccccc1 | 10% |
| CC(C)CNC(=O)COC(=O)c1n[nH]c(=O)c2ccccc12 | 12% |
| CC(C)c1ccc(NC(=O)C2(C)CCCCC(=O)N2)cc1 (stereo not drawn) | 24% |
| COc1cccc(-n2c(SCC(=O)Nc3ccc4c(c3)OCO4)nc3c([nH]c4ccccc43)c2=O)c1 | ? |
| CC(C)(C)C(=O)N1CCc2nc(-c3ccc(Cl)cc3)nc(-c3ccccc3)c2C1 | -29% |
| COc1cccc(CCC(=O)N2[C@@H]3CC[C@H]2CC(NC(=O)c2ccncc2)C3)c1 (stereo partly drawn) | 12% |
| CN(CCNC(=O)C1CCN(C(=O)N2CC3CC(C2)[C@H]2CCCC(=O)N2C3)CC1)C1CCCCC1 (stereo partly drawn) | -13% |
